Cneo AK release – causes C. neoformans cell lysis | actives 0.2% (n = 360,000) | lysis activity, % at 15 µM | adenylate kinase release luminescence, 4 h; normalised: neutral wells 0, clomiphene wells 100;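 active = mean lysis activity across replicates of at least 80%, whatever share of replicates individually reach that level; inactive = mean lysis activity below 80%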
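Schedule: static 4 h at 37 °C with compound, 1 h detection; system: C. neoformans cells; benchmarks: Clomiphene as positive control; buffer or medium: fresh YPD medium; measure: luminescence rise reflecting yeast cell lysis; measured by: luminescent adenylate kinase detection reagent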
miR122 inh – blocks miR-122 activity in Huh7 sensor cells | Huh7 miR-122 Renilla luciferase sensor, 48 h; neutral wells = 0, positive control = 100 | activation (reporter increase), % at 12.5 µM | actives 0.3% (n = 340,000) | AID 602342;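 active = mean replicate activation score at least 90 and every replicate individually at or above 90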;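 also: higher luciferase means less miR-122 activity so hits act as miR-122 inhibitors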
C2C12 statin – suppression of simvastatin myotoxicity; actives 0.78% (n = 330,000); rescue of ATP level, % at 7.49 µM; C2C12 myotubes + simvastatin, ATP luminescence, 48 h; scaled: DMSO 0, geranylgeraniol control 100;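 active = mean ATP rescue above about 67%, or every replicate alone reaching that limit, limit read from the data, passing the limit was not always enough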;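 also: myotubes were challenged with 10 µM simvastatin during compound exposure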
ERp5 block – inhibitors of human ERp5; inhibition, % at 9.99 µM; ERp5 insulin aggregation, absorbance 650 nm, 90 min; AID 651711; actives 0.05% (n = 350,000);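 active = mean replicate inhibition above about 25%, with every replicate also reaching it, limit read from the data, passing the limit was not always enough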
Target sequence (Q15084 whole entry, looked up): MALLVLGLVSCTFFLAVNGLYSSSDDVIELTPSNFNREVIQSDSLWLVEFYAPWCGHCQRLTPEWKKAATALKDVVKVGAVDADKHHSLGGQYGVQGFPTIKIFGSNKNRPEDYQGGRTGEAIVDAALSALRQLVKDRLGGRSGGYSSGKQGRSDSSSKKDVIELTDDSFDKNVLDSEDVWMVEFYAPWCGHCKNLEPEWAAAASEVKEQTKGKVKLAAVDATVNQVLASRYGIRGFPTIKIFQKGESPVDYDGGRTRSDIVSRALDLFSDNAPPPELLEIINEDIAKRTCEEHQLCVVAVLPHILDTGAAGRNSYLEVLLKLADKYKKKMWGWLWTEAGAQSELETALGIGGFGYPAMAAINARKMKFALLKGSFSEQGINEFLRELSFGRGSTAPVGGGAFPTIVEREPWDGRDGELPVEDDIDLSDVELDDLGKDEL
esBAF inh – SWI/SNF esBAF complex inhibition; mouse ES cells, Bmi1-luciferase knock-in reporter, 24 h; 100% = twice the neutral-well signal; reporter increase, % at 12.5 µM; actives 2% (n = 350,000); AID 602393; in the data active = activation above about 40%;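 also: 0% = median of the plate's neutral control wells and 100% = double that signal; a rise in the Bmi1 reporter signal indicates esBAF inhibition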
ARNT-TACC3 inh – ARNT/TACC3 interaction disruption; inhibition, % at 9.99 µM; AlphaScreen His-ARNT PAS-B/GST-TACC3 binding, luminescence; TACC3 fragment carries E629A point mutation; actives 0.66% (n = 390,000); Q9Y6A5;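 active = mean inhibition of replicates at least 50% and at least half of replicates each reaching 50%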;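 also: 0% = complete ARNT plus TACC3 wells and 100% = ARNT alone without TACC3; many hits fall short of the cut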
SIRT5 block – inhibitors of human sirtuin-5 desuccinylase; Q9NXA8; Purified SirT5, succinyl-peptide AMC, trypsin-coupled fluorescence; inhibition, % at 15 µM; actives 1.1% (n = 330,000); AID 652115; in the data active = inhibition above about 15%
Target sequence (Q9NXA8 whole entry, looked up): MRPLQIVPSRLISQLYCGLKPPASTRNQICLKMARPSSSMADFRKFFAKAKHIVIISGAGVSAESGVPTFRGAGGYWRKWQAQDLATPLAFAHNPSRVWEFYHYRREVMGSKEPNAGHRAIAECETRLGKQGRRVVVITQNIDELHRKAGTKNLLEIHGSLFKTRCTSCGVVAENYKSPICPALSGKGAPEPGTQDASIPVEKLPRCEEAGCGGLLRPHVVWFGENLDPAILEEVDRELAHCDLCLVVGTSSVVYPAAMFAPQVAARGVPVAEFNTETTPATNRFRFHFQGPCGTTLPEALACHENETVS
Starred values were filed as active, the others as inactive; · = not tested or not shown; & = joins results of further samples; [ ] = dose if it differs, or a comment. No enrichment for hits. Share with any hit: about 4%.

SMILES | Cneo AK release | miR122 inh | C2C12 statin | ERp5 block | esBAF inh | ARNT-TACC3 inh | SIRT5 block
Cc1cccc(-n2ncc3c(N4CCCc5ccccc54)ncnc32)c1 | · | 18 | -37 | · | 25 | -9 | ·
CC(=O)C[C@@H](O)CC(=O)[C@H]1OC(=O)[C@@H](C)C/C=C\Cc2ccccc21 | -1 | -5 | 3 | 5 | 4 | -4 | -1
COC(=O)c1ccc(C2C(C#N)=C(N)Oc3cc(O)ccc32)cc1 (stereo unspecified) | -2 | 1 | 8 | 0 | -1 | 0 | 5
Cc1nc(NCc2ccc3c(c2)OCO3)c2nnn(Cc3ccccc3)c2n1 | -2 | 8 | 7 | · | 4 | 0 | ·
Cc1ccc(S(=O)(=O)N2CCCCC2)cc1NC(=O)CSc1nnnn1C | · | 13 | -4 | 5 | -3 | -1 | -3
O=[N+]([O-])c1ccc(CSc2nc3ccccc3[nH]2)cc1 | -8 | -2 | -4 | 4 | 72* | 2 | -1
OC(c1ccc(Cl)c(F)c1)c1ncc(-c2ccc(Oc3ccccc3)cc2)[nH]1 (stereo unspecified) | 1 | 5 | -7 | 3 | 5 | · | ·
C=CCn1c(=O)[nH]c2cc(C(=O)N3CC=C(c4ccccc4)CC3)ccc2c1=O | · | -4 | -2 | -4 | -6 | -4 | 0
Cc1ccc(S(=O)(=O)N(C)C[C@@H]2OCCCC[C@@H](C)Oc3ccc(NS(=O)(=O)c4cn(C)cn4)cc3C(=O)N([C@@H](C)CO)C[C@H]2C)cc1 | -2 | 1[16.7 µM] | · | 3 | 0 | -2 | -1
O=C1NC2(CCCCC2)N=C1c1ccccc1 | -2 | -8 | -6 | · | 16 | 0 | ·
Cc1ccc(CCNC(=O)CN(C)S(=O)(=O)c2ccc3c(c2)c(=O)n(C)c(=O)n3C)cc1 | -2 | 0 | 7 | 4 | 8 | · | 0
Cc1ccccc1-n1c(Cn2c(=O)sc3ccccc32)nnc1SCC(N)=O | 3 | -1 | 4 | -1 | -5 | · | -13
COc1cccc(OC)c1C(=O)Nc1ccc2c(c1)CCCN2S(=O)(=O)c1ccc(C)cc1 | 7 | 3 | 17 | -3 | -7 | 1 | -1
CC1=C(C(=O)N(C(C)C)C(C)C)CC(CC(=O)NCc2ccco2)C(=O)N1CCCN1CCCC1=O (stereo unspecified) | 0 | 1 | 9 | 3 | -3 | · | 1
COc1ccc(CC(=O)NNC(=O)c2cc(C)[nH]n2)cc1 | 3 | -13 | -1 | -1 | -1 | 10 | 0
Cc1ccc(CCN2CC(C(=O)NC3CCCCC3)CC2=O)cc1 (stereo unspecified) | -1 | -5 | 24 | -2 | -1 | -1 | -2
CC(=O)N1CCc2cc(S(=O)(=O)NC(Cc3ccccc3)C(=O)Nc3cc(C)ccn3)ccc21 (stereo unspecified) | 1 | 0 | 18 | 3 | -6 | 0 | -1
COc1ccc(CC(=O)NCCS(=O)(=O)N2CCN(c3ccccc3)CC2)cc1 | -1 | -6 | -1 | -1 | 2 | -2 | -12
O=C1CC(SCCO)C(=O)N1c1ccc(Oc2ccccc2)cc1 (stereo unspecified) | -2 | -5 | 0 | 2 | -6 | -16 | 7
Cc1ccc(C(C)NC(=S)NCc2ccc(F)cc2)cc1C (stereo unspecified) | 11 | · | · | 1 | · | -6 | 0
C[C@H]1CN([C@@H](C)CO)C(=O)c2cc(-c3ccc(C(=O)N(C)C)cc3)cnc2O[C@H]1CN(C)C | 3 | 1[16.7 µM] | 4 | -2 | 5 | -7 | 1
CCOCCCn1c(-c2ccc(Cl)cc2)n[nH]c1=S | 1 | -7 | -2 | · | -1 | -3 | ·
CCc1nc2ccc(C(=O)Nc3ccc(C(=O)N(C)C)cc3)cn2c1N(C)CCCc1ccccc1 | 0 | -2 | 34 | 4 | -6 | · | ·
COc1cc(OC)c2c(C)cc(=O)oc2c1C(CCN1CCN(c2ccccc2)CC1)c1ccc2c(c1)OCO2 (stereo unspecified) | 7 | 20 | 13 | -6 | -8 | 11 | ·
COc1ccc(-c2nn(-c3ccccc3)cc2C(=O)NC2CCCCC2C)cc1 (stereo unspecified) | 0 | -5 | -3 | 3 | -2 | -7 | -2

The list goes on (6 carried over from the part before).
SMILES | Cneo AK release | miR122 inh | C2C12 statin | ERp5 block | esBAF inh | ARNT-TACC3 inh | SIRT5 block
Cc1ccc(C(C)NC(=S)NCc2ccc(F)cc2)cc1C (stereo unspecified) | 11 | · | · | 1 | · | -6 | 0
C[C@H]1CN([C@@H](C)CO)C(=O)c2cc(-c3ccc(C(=O)N(C)C)cc3)cnc2O[C@H]1CN(C)C | 3 | 1[16.7 µM] | 4 | -2 | 5 | -7 | 1
CCOCCCn1c(-c2ccc(Cl)cc2)n[nH]c1=S | 1 | -7 | -2 | · | -1 | -3 | ·
CCc1nc2ccc(C(=O)Nc3ccc(C(=O)N(C)C)cc3)cn2c1N(C)CCCc1ccccc1 | 0 | -2 | 34 | 4 | -6 | · | ·
COc1cc(OC)c2c(C)cc(=O)oc2c1C(CCN1CCN(c2ccccc2)CC1)c1ccc2c(c1)OCO2 (stereo unspecified) | 7 | 20 | 13 | -6 | -8 | 11 | ·
COc1ccc(-c2nn(-c3ccccc3)cc2C(=O)NC2CCCCC2C)cc1 (stereo unspecified) | 0 | -5 | -3 | 3 | -2 | -7 | -2
C[C@@H]1CN([C@H](C)CO)C(=O)c2cc(NC(=O)Cn3cnnn3)ccc2O[C@@H]1CN(C)C(=O)NC1CCCCC1 | 43 | 5[16.7 µM] | 13 | -1 | -3 | -4 | 13
CC(C)NC(=O)N(C)C[C@@H]1OCc2cnnn2CCCC(=O)N([C@@H](C)CO)C[C@@H]1C | -3 | -3[16.7 µM] | -10 | 3 | -5 | -12 | 5
O=C(NCCCN1CCCC1)Nc1ccccc1[N+](=O)[O-] | 1 | 0 | 4 | 7 | 14 | 2 | -4
COc1ccc(CN(C)C[C@@H]2OCCCC[C@@H](C)Oc3ccc(NS(=O)(=O)c4ccc(C)cc4)cc3C(=O)N([C@H](C)CO)C[C@@H]2C)cc1 | 18 | 0[16.7 µM] | · | 4 | -2 | -5 | 6
CC(C)C#Cc1ccc2c(c1)O[C@H](CN(C)C)[C@H](C)CN([C@@H](C)CO)S2(=O)=O | 4 | · | -11 | 2 | -2 | 6 | 1
O=C(CN1CCSCC1)N/N=C/c1ccccc1F | · | 6 | 7 | · | -9 | -7 | ·
CC(C)[C@H](NC(=O)N1CCn2c1nc1ccccc12)C(=O)NCC1CCCO1 (stereo partly specified) | -2 | 5 | 10 | -7 | 9 | 4 | -5
Cc1c[n+](CC(=O)c2ccccc2)c(C)cn1 | -2 | -4 | 6 | 3 | -1 | 7 | -2
CC(=O)Oc1cccc(C(=O)Nc2ccccc2NC(=O)c2cccc(OC(C)=O)c2)c1 | 1 | 3 | 5 | 2 | 2 | -1 | -5
COc1ccc(S(=O)(=O)N2CCSCC2)cc1 | 0 | · | -10 | 4 | -5 | 4 | 0
Cc1ccc(NC(=O)OCCNC(=O)OC(C)C)cc1 | · | · | · | 3 | · | -1 | 0
CC(C)(CN1CCC(Cc2ccccc2)CC1)NS(=O)(=O)c1ccccc1 | -2 | -10 | 8 | 0 | -9 | 0 | ·
Cc1ccc(NC(=O)Cn2cccc2)cc1C | -3 | 15 | 34 | · | 8 | -4 | ·
CO[C@H]1CN(C)C(=O)c2cc(NC(=O)C3CCC3)ccc2OC[C@H](C)NC[C@H]1C | 2 | 3[16.7 µM] | -16 | -3 | 3 | -9 | -2
CS(=O)(=O)c1cccc(S(=O)(=O)N2CCN(c3ccccn3)CC2)c1 | -1 | · | 14 | 4 | 4 | -3 | -1
FC(F)(F)c1cccc(-n2cc(-c3ccccc3)[nH]c2=S)c1 | 3 | 7 | 8 | -1 | 0 | 9 | -10
C[C@H](CO)N1C[C@H](C)[C@H](CN(C)C(=O)Nc2ccccc2)Oc2ncc(-c3cc4ccccc4o3)cc2C1=O | 2 | -7[16.7 µM] | 92* | 1 | 3 | 5 | 3
COc1ccc(-c2nc(CS(=O)CC(=O)NCc3ccccn3)c(C)o2)cc1 (stereo unspecified) | -7 | · | 2 | · | 0 | 5 | ·
C[C@H](CO)N1C[C@H](C)[C@@H](CN(C)C(=O)c2ccc3ccn(C)c3c2)OCc2cnnn2CCCC1=O | 0&-2 | -2 | -1&-2&9 | -1&-6 | 1&1&0 | -6 | -2&-4
CC(=O)Nc1ccc(S(=O)(=O)N(C)CC(=O)OCC(=O)N(C)c2ccccc2)cc1 | 1 | -2 | 2 | -3 | 1 | -13 | 0
CCOc1ccc2c(c1)C(C)=CC(C)(C)N2S(=O)(=O)c1ccc(F)cc1 | 4 | 13 | -24 | 4 | -2 | -1 | 3
CC(C)OC(=O)c1c(NC(=O)c2cnn3c2NC(c2ccccc2)CC3C(F)(F)F)sc2c1CCCC2 (stereo unspecified) | 0 | -2 | 0 | · | 0 | 3 | ·
NC(Cc1cnc[nH]1)c1csc(Nc2ccc(C(F)(F)F)cn2)n1 (stereo unspecified) | 2 | 2 | 13 | -1 | -9 | · | -1
O=C(C1CC1)N1[C@@H](CO)[C@@H]2c3ccccc3N(S(=O)(=O)c3ccccc3)C[C@@H]21 | 0 | -10[16.7 µM] | 6 | -3 | 6 | -4 | -1
CCOC(=O)C1=CC[C@@H](c2ccc([N+](=O)[O-])cc2)N(S(=O)(=O)c2ccc(C)cc2)[C@H]1c1ccccc1 | 0 | -1 | 1 | -5 | 1 | · | -3
SMILES | Cneo AK release | miR122 inh | C2C12 statin | ERp5 block | esBAF inh | ARNT-TACC3 inh | SIRT5 block
CCN1CCN(S(=O)(=O)c2ccc(Cl)c(C(=O)NC(C)c3ccccc3Cl)c2)CC1 (stereo unspecified) | 8 | 5 | 1 | -1 | -6 | · | -2
Cn1c(SCC(=O)NC2CC2)nnc1-c1ccco1 | -1 | 3 | 1 | · | -5 | -8 | ·
Cc1ccccc1Nc1nc(N)nc(COC(=O)c2ccco2)n1 | -1 | -5 | -1 | 1 | 77* | 1 | 2
O=C(CN(Cc1ccccc1F)C(=O)c1ccco1)NCc1ccc(F)cc1 | 0 | -5 | -22 | · | 0 | -20 | ·
COc1cccc(CNC(=O)C2CCCN(c3nn4c(=O)cc(C)nc4s3)C2)c1 (stereo unspecified) | 1 | 0 | 2 | · | -3 | 0 | ·
Cc1noc(C)c1NC(=O)Nc1ccc2c(c1)C(=O)N([C@H](C)CO)C[C@H](C)[C@H](CN(C)S(=O)(=O)c1cn(C)cn1)OCCCC[C@@H](C)O2 | 0 | 3[16.7 µM] | · | 2 | 6 | -3 | -2
Cc1n[nH]c(C)c1CCNC(=O)C1CCC(=O)N(Cc2ccccc2F)C1 (stereo unspecified) | -2 | · | · | 4 | · | 1 | 0
CCOc1ccc(N=Cc2ccc([N+](=O)[O-])cc2)c(O)c1 | -3 | 7 | 1 | -2 | 23 | · | -5
C[C@H]1CN([C@@H](C)CO)C(=O)c2cc(NS(=O)(=O)c3cccs3)ccc2O[C@H]1CN(C)Cc1ccc(C(=O)O)cc1 | -2 | -3[16.7 µM] | · | 0 | -1 | -6 | 2
CC(=O)c1nn(-c2cccc(Br)c2)cc1C(=O)c1ccccc1 | -1 | -4 | -5 | · | 3 | · | ·
Cc1ccc(S(=O)(=O)N(C)C[C@@H]2OCCCC[C@@H](C)Oc3ccc(NC(=O)NC(C)C)cc3C(=O)N([C@H](C)CO)C[C@H]2C)cc1 | 4 | 0[16.7 µM] | · | 0 | 1 | -4 | -2
Cc1ccc(S(=O)(=O)N(C)C)cc1NC(=O)CN1C(=O)NC2(CCCc3ccccc32)C1=O (stereo unspecified) | · | 8 | -6 | · | 0 | 2 | ·
C/C=C/c1ccc2c(c1)O[C@@H](CN(C)Cc1cccc(F)c1)[C@H](C)CN([C@H](C)CO)S2(=O)=O | -9 | · | -37 | -168 | 3 | 2 | 1
C=CCNc1nc(Cl)nc(Nc2cc(Cl)ccc2OC)n1 | 2 | -2 | -8 | 6 | -15 | -2 | -6
CN(C)c1ccc(N/C=C/C(=O)c2ccco2)cc1 | -2 | 2 | -5 | · | 2 | -4 | ·
CCOC(=O)C1=C(COC(=O)C2CC(=O)N(CCc3ccccc3)C2)NC(=O)NC1C (stereo unspecified) | -1 | -6 | 9 | 3 | -1 | 1 | -3

Screening results (PubChem BioAssay)
